Screens as filed in PubChem BioAssay.
NF-kB neuron act = raises NF-kB expression in human neuronal cells; AID 1239; NF-kB reporter expression; active compounds read high; hit rate 1.6% among 190,000; fold change at 12.5 µM; in the data active means fold change above about 3.3
APP 5'UTR act = activates APP 5'UTR luciferase reporter | SH-SY5Y APP 5'UTR luciferase reporter, luminescence; zero percent = DMSO vehicle wells | activation, % at 2 µM | hit rate 1% among 190,000 | AID 1276;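 active means activation above a set limit, based on mean plus 3 SD of controls, cut at about 140% in these data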; further: values of inactives mirror those of a sister screen read the other way
DTT redox prof = compounds producing H2O2 with reducing agent – biochemical, NIH compound library profiling, artefact control for MLSCN library redox annotation, primary screen | DTT-dependent redox cycling H2O2, phenol red/HRP absorbance; 100% = 100 µM peroxide control, 0% = buffer | activation, % at 10 µM | hit rate 0.03% among 200,000 | AID 878;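 active means activation of at least 50% relative to the plate's high and low controls in the primary single-dose screen; inactive means activation below 50%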;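 further: compound incubated with DTT at 0.8 mM final as the reducing agent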
STAT1 activator = activators of IFN-gamma induced STAT1 signaling | NIH 3T3 STAT1-luciferase reporter, luminescence; 100% = IFN-gamma alone, no compound | activation (% of control), % at 5.5 µM | AID 932 | hit rate 2.6% among 200,000;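 active means activation above the screen-wide mean activation plus 3 SD, cut at about 130% in these data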;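 further: raw ratio to IFN-gamma control signal so 100% means no change and 0% no light; values of inactives mirror those of a sister screen read the other way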
STAT1 blocker = STAT1 signaling inhibition; inhibition, % at 5.5 µM; AID 920; NIH 3T3 STAT1-luciferase reporter, IFN-gamma, luminescence; hit rate 0.35% among 200,000;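 active means inhibition above a set limit, the mean inhibition across all tested compounds plus 3 SD, cut at about 34% in these data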;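 further: 0% = IFN-gamma with DMSO and 100% = IFN-gamma with 300 µM nifuroxazide; values of inactives mirror those of a sister screen read the other way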
TLR4-MyD88 BLA = TLR4-MyD88 interaction inhibition in cells; O00206+Q99836; HeLa CL3-4 TLR4/MyD88 BLA complementation, FRET ratio; inhibition, % at 8.4 µM; hit rate 0.18% among 200,000; AID 861; in the data active means inhibition above about 25%;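 further: 0% = vehicle and 100% = reference inhibitor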
STAT3 blocker = STAT3 signaling inhibition | hit rate 0.89% among 190,000 | U3A cells, IL-6 STAT3-luciferase reporter, luminescence; host cell line lacks STAT1 | inhibition, % at 5.5 µM | AID 862;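 active means inhibition above the mean inhibition across all screened compounds plus 3 SD, cut at about 44% in these data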;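 further: 0% = DMSO only wells and 100% = 100 µM nifuroxazide control wells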
STAT3 act = STAT3 signaling activation. U3A cells, IL-6 STAT3-luciferase reporter, luminescence; 100% = signal with IL-6 EC80 alone. activation (% of control), % at 5.6 µM. hit rate 0.91% among 190,000;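 active means activation above the screen-wide mean of compound activation plus 3 SD, cut at about 130% in these data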;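 further: 0% = background luminescence of wells with medium and substrate only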
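Material: STAT1-lacking human U3A cells, STAT3 luciferase reporter | Benchmarks: IL-6-only wells as 100% reference | Probe or stimulus: IL-6 (33 ng/mL) | Timing: Compound 1 h, then IL-6 6 h at 37 °C | Detection: Luminescence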
Hsp70 act = transcriptional activators of Hsp70; HeLa Hsp70 promoter luciferase reporter, luminescence; scaled: vehicle 0, proteasome-inhibitor control 100%; activation, % at 10 µM; hit rate 0.04% among 200,000;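 active means activation above the mean across all tested compounds plus 3 SD, cutoff set per campaign, cut at about 5.5% in these data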;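 further: 100% = MG132 at 30 µM as the positive control and 0% = DMSO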
Efa HMGR inh = inhibitors of class II HMG-CoA reductase from Enterococcus faecalis | hit rate 0.41% among 190,000 | purified E. faecalis HMGR, NADPH absorbance 340 nm kinetic | AID 1066 | inhibition, % at 10 µM;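 active means inhibition above a set limit, the median over all tested compounds plus 3 SD, cut at about 9.5% in these data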;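 further: enzyme runs in reverse so mevalonate oxidation gives rising NADPH absorbance; 0% = complete reaction with DMSO and 100% = background rate lacking mevalonate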
* = called active by the depositor; . = not tested or not shown.

SMILES	NF-kB neuron act	APP 5'UTR act	DTT redox prof	STAT1 activator	STAT1 blocker	TLR4-MyD88 BLA	STAT3 blocker	STAT3 act	Hsp70 act	Efa HMGR inh
Cc1ccc(-c2nc(C3CCN(S(=O)(=O)c4ccc(C(F)(F)F)cc4)CC3)no2)cc1	1.5	-4	1.0	99	1	3	9	98	0.2	-3
O=C1CSc2ccccc2N1Cc1ccccc1F	1.1	-11	1.2	115	-16	-7	-11	111	-0.2	-11
COc1cc(OC)c(NC2=NCCCCC2)cc1Cl	0.99	10	0.5	99	1	-6	7	102	0.0	-3
O=C(NCc1ccccc1)C1CCN(C(=O)NCc2ccccc2)CC1	0.97	0	-0.1	107	-7	-4	5	101	0.0	-2
CCN(CCCNC(=O)C1CCC(=O)N1C(C)C)c1cccc(C)c1 (stereo not drawn)	2	-9	-0.1	98	3	-3	8	99	-0.2	3
CN(C(=O)c1cc2ccccc2oc1=O)C1(C)CCS(=O)(=O)C1 (stereo not drawn)	1.2	-8	-1.1	104	-7	-4	9	101	-0.3	-15
O=C(Nc1ccc(C(F)(F)F)cc1)c1cc(S(=O)(=O)NCC2COc3ccccc3O2)ccc1F (stereo not drawn)	0.61	1	-0.2	95	5	5	-3	106	-0.3	-2
Cc1cc(C)n(CC(O)COc2ccc3ccccc3c2)n1 (stereo not drawn)	2.2	19	-0.7	133*	-39	8	1	102	0.0	-1
O=C(O)c1cnn2c1C(=O)N(Cc1cccs1)CC2	1.4	8	-1.6	103	-4	-3	2	100	0.0	0
O=C(COC(=O)c1cnccn1)Nc1ccc(Cl)cc1	1.1	17	-2.6	99	1	-5	-3	106	-0.1	-2
COc1ccc(S(=O)(=O)Cc2ccc(C(=O)N3CCN(c4cccc(C)c4C)CC3)o2)cc1	3.1	14	1.2	101	0	7	-9	108	-0.1	-9
c1ccc2[nH]c(SCCN3CCOCC3)nc2c1	1.3	21	0.0	107	-7	1	-2	108	-0.1	2
CCCN(CC1CC1)C(=S)NC(=O)C1CC1	1.4	0	-1.9	91	9	3	0	101	-0.3	-7
CC(NC(=O)OC(C)(C)C)C(=O)Oc1ccc2ccc(=O)oc2c1 (stereo not drawn)	1	0	-1.1	96	5	-9	6	99	-0.3	0
Cc1nc(-c2ccccc2)cc(N2CCCC2)n1	1.1	1	3.5	96	4	11	10	91	-0.2	-2
CC(=O)c1ccc(NC(=O)C2CCC(C)(C(=O)O)C2(C)C)cc1 (stereo not drawn)	1	-6	-0.4	97	3	1	13	92	0.3	1
COCCN(C(=O)CCCC(=O)Nc1ccccn1)C(C(=O)NC1CCCC1)c1ccc(C)cc1 (stereo not drawn)	1.1	-9	1.5	104	-4	1	8	96	-0.2	-6
COc1cc2c(=O)n(CCC(=O)NCC3CCCO3)c(=O)n(CC(=O)c3ccc(Cl)cc3)c2cc1OC (stereo not drawn)	1.2	13	-0.6	94	8	-11	-7	106	-0.5	3
Cc1cc(C)cc(NC(=O)CSc2ccc(-c3cccs3)nn2)c1	0.9	10	0.2	94	6	-15	9	91	-0.5	-6
Fc1cccc(NC(=S)NCCN2CCOCC2)c1	1.3	6	0.2	99	1	-5	-1	103	-0.2	0
Cn1c(=O)c(C(=O)Nc2ncccc2O)c(O)c2ccccc21	1.5	23	-1.6	90	11	-15	2	104	0.0	-6
COc1ccc(S(=O)(=O)N(CC(=O)Nc2ccc(S(=O)(=O)N3CCOCC3)cc2)c2ccccc2)cc1	0.51	-1	0.1	100	0	5	-12	109	-0.5	-2
CCCNS(=O)(=O)c1ccc(CCC(=O)Nc2ccc3c(c2)OCO3)cc1	1	18	-0.1	105	-6	0	9	95	0.1	-5
CCc1ccc(NC2=NC(C(=O)NC3CCCCC3)CC(=O)N2)cc1 (stereo not drawn)	1.1	5	0.0	91	6	1	8	97	-0.5	-5
Cc1nn(C)cc1C=NCCOCc1ccccc1	0.88	1	1.4	103	-4	11	-5	107	-0.3	-7

Reprinted from the part before: 2 entries; new compounds follow.
SMILES	NF-kB neuron act	APP 5'UTR act	DTT redox prof	STAT1 activator	STAT1 blocker	TLR4-MyD88 BLA	STAT3 blocker	STAT3 act	Hsp70 act	Efa HMGR inh
CCc1ccc(NC2=NC(C(=O)NC3CCCCC3)CC(=O)N2)cc1 (stereo not drawn)	1.1	5	0.0	91	6	1	8	97	-0.5	-5
Cc1nn(C)cc1C=NCCOCc1ccccc1	0.88	1	1.4	103	-4	11	-5	107	-0.3	-7
O=C(NCc1ccccc1Br)c1ccco1	1.2	-5	2.6	99	1	-2	0	102	-0.3	1
CCOc1ccc(OCC)c(NC(=O)CN2CCN(c3ccc(C)cc3C)CC2)c1	0.9	3	1.6	103	-5	-5	5	99	-0.5	1
Nc1[nH]nc2nc(N3CCCC3)nc(-c3ccccc3)c12	0.74	0	0.5	103	-4	-3	3	103	-0.1	-4
CC(C)(C)n1ncc2c(=O)n(CC(=O)N3CCCC3)cnc21	0.97	-4	-0.5	105	-4	1	-6	105	-0.3	-10
O=C(COc1ccc(Br)cc1Br)NC1CCCC1	2.7	53	0.1	141*	-47	-7	49*	61	-0.1	-1
Cc1ccc(-n2nc3c(c2NC(=O)/C=C\c2ccc4c(c2)OCO4)CSC3)cc1	0.65	-14	0.7	101	-1	-1	-5	104	-0.1	-2
CCCN(Cc1ccccc1)C(=S)Nc1cccc(C(F)(F)F)c1	0.75	-4	0.2	98	2	0	-18	115	-0.2	-1
CCOc1cccc2cc(-c3csc(NC(=O)CCC(=O)NCCCN4CCC(C)CC4)n3)c(=O)oc12	5.5*	176*	-0.7	152*	-57	2	-26	123	0.1	-2
Cc1n[nH]c(C)c1S(=O)(=O)N1CCCC(C(=O)NC2CCCCC2)C1 (stereo not drawn)	0.89	12	-0.2	91	9	-16	.	.	-0.1	0
O=C1CSC(c2ccc([N+](=O)[O-])cc2)N1C1CCCCC1 (stereo not drawn)	1.1	9	-0.1	101	-3	-9	-1	103	0.6	-2
COc1ccc(S(=O)(=O)N(C)CC(=O)N2CCCCC2)cc1Cl	0.87	10	-1.1	91	9	-11	8	94	-0.4	-5
CCc1nnc(NC(=O)CCC(=O)N2CCN(Cc3cc(Cl)ccc3OC)CC2)s1	1.1	-9	-0.1	99	1	-2	6	100	0.1	3
COc1ccc2[nH]c(=O)c(CN(CCO)S(=O)(=O)c3ccc4c(c3)OCCO4)cc2c1	1.1	15	-1.5	99	2	4	9	96	0.0	0
O=C(Cc1ccccc1)N1CCc2ccccc21	1.1	-3	0.2	115	-12	6	-2	103	0.0	-2
COc1ccc(OC)c(CC(NC(C)=O)C(=O)NC2CCN(c3nc(OC)nc(OC)n3)CC2)c1 (stereo not drawn)	1	3	0.3	95	3	9	11	95	-0.2	-6
CC(C(=O)Nc1ccc(O)cc1)c1cccc(C(=O)c2ccccc2)c1 (stereo not drawn)	1.6	12	0.9	86	13	-4	26	82	-0.5	-2
O=C(NCc1ccco1)c1ccc2c(c1)C(=O)N(C1CCCCC1)C2=O	1.4	-5	0.7	90	11	-2	10	95	-0.1	-4
CCn1c2ccccc2c2cc(NC(=O)CC(C)=O)ccc21	1.2	-7	0.2	93	8	0	2	102	0.6	7
CCOC(=O)c1c(NC(=O)C2C3C=CC(C3)C2C(=O)O)sc2c1CC(C)(C)OC2 (stereo not drawn)	1.4	9	-0.6	98	0	-16	3	99	-0.5	-1
CC(=O)Nc1ccc(OCC(O)CN2CCN(c3cccc(Cl)c3)CC2)cc1 (stereo not drawn)	0.84	6	2.0	102	-2	-7	12	92	-0.3	-5
COc1cccc(CNc2nc(SC)ncc2CO)c1	0.83	8	0.0	99	1	5	6	99	-0.1	2
CC(=O)N1CCN=C1SCc1ccc(C)cc1	1.3	3	0.0	108	-11	-14	3	97	-0.2	0
CCN1CCN(S(=O)(=O)c2cc(C)c(OC)cc2C)CC1	1.2	20	0.3	104	-1	-12	2	100	-0.1	-4
CN(C)c1ccc(NC(=O)c2ccc(COc3cccc(Cl)c3)o2)cc1	1.1	11	-0.4	121	-30	-3	5	96	-0.1	0
O=C(N/N=C/c1ccccc1)c1c(O)c2ccccc2[nH]c1=O	2.1	67	0.4	108	-9	5	-15	112	-0.2	2

Arranged by the number under APP 5'UTR act (high to low): five from the list above
canonical_smiles	APP 5'UTR act
CCN1CCN(S(=O)(=O)c2cc(C)c(OC)cc2C)CC1	20
COc1ccc(S(=O)(=O)N(C)CC(=O)N2CCCCC2)cc1Cl	10
CC(=O)Nc1ccc(OCC(O)CN2CCN(c3cccc(Cl)c3)CC2)cc1 (stereo not drawn)	6
CCc1nnc(NC(=O)CCC(=O)N2CCN(Cc3cc(Cl)ccc3OC)CC2)s1	-9
Cc1ccc(-n2nc3c(c2NC(=O)/C=C\c2ccc4c(c2)OCO4)CSC3)cc1	-14

Additional compounds
SMILES	NF-kB neuron act	APP 5'UTR act	DTT redox prof	STAT1 activator	STAT1 blocker	TLR4-MyD88 BLA	STAT3 blocker	STAT3 act	Hsp70 act	Efa HMGR inh
O=S(=O)(Cc1cc(NCc2ccccc2)nc(-c2ccncc2)n1)c1ccccc1	1.1	3	-0.9	98	2	4	-1	102	-0.2	-4
COCc1nnc(NC(C)=O)s1	1	24	-0.6	99	0	0	-16	118	-0.3	-1
COc1ccc([N+](=O)[O-])cc1/C=N/NC(=O)/C(=C\c1cccs1)NC(=O)c1ccccc1	1.2	4	-7.4	98	2	4	5	98	0.0	-5
CCNC(=S)Nc1ccc(N2CCCCC2)cc1	1.1	45	0.0	116	-18	7	-19	117	0.1	-2
CCN(Cc1ccccc1)C(=O)COC(=O)c1cnc(C)cn1	1.2	6	-1.7	108	-9	-12	6	97	0.0	2
Cn1c(=O)[nH]c(=O)c2c1nc(N1CCN(c3ccccc3)CC1)n2CCSc1ncccn1	0.51	7	-1.0	101	-1	0	8	100	-0.2	-6
N#Cc1nc(Cc2ccccc2)oc1N1CCC(Cc2ccccc2)CC1	1.1	-14	0.7	107	-10	-1	2	102	-0.3	-1
CC(NC(=O)c1ccc2c(c1)OCCO2)C(=O)O (stereo not drawn)	1.5	4	1.1	97	3	-1	6	98	-0.5	-7

Random excerpt: four entries already listed, in no set order.
SMILES	NF-kB neuron act	APP 5'UTR act	DTT redox prof	STAT1 activator	STAT1 blocker	TLR4-MyD88 BLA	STAT3 blocker	STAT3 act	Hsp70 act	Efa HMGR inh
COCc1nnc(NC(C)=O)s1	1	24	-0.6	99	0	0	-16	118	-0.3	-1
CC(NC(=O)c1ccc2c(c1)OCCO2)C(=O)O (stereo not drawn)	1.5	4	1.1	97	3	-1	6	98	-0.5	-7
COc1ccc([N+](=O)[O-])cc1/C=N/NC(=O)/C(=C\c1cccs1)NC(=O)c1ccccc1	1.2	4	-7.4	98	2	4	5	98	0.0	-5
O=S(=O)(Cc1cc(NCc2ccccc2)nc(-c2ccncc2)n1)c1ccccc1	1.1	3	-0.9	98	2	4	-1	102	-0.2	-4
